Screening data (PubChem)
PP5 inh: PP5 phosphatase inhibitors, primary screen, biochemical, fluorescence; purified PP5c, OMFP substrate fluorescence; inhibition, % at 6.7 µM; Serine/threonine-protein phosphatase 5 (Homo sapiens), P53041; 320,000 compounds, 0.18% hits; AID 1987, 2009;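 active = inhibition above the campaign's mean inhibition across all tested compounds plus 3 SD, cut at about 9.5% in these data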;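 note: 0% = DMSO only and 100% = 100 µM cantharidin control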
Target sequence (P53041 whole entry, looked up): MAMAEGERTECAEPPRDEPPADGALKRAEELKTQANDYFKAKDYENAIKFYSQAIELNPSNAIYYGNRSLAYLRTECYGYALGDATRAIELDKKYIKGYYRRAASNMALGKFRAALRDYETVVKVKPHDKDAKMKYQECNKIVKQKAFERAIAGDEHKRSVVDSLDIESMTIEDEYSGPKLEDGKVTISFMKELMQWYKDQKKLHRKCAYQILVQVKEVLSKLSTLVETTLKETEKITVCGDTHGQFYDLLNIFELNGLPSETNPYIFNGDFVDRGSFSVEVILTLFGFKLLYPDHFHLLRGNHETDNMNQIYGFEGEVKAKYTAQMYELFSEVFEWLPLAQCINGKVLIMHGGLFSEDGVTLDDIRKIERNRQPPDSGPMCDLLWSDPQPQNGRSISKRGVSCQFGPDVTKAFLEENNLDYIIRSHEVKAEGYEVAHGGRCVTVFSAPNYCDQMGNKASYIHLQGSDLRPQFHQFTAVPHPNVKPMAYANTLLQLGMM
PREPL inh: PREPL enzyme inhibitors, primary screen, biochemical, fluorescence polarization. Prolyl endopeptidase-like (Homo sapiens), Q4J6C6. recombinant PREPL, fluorescence polarization activity-based probe. inhibition, % at 5.96 µM. 320,000 compounds, 0.68% hits; in the data active = inhibition above about 43%;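 note: 0% = enzyme with DMSO and 100% = wells lacking enzyme; many of its hits are not listed in these tables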
HCV core dimer: inhibitors of HCV core protein dimerization, primary screen, biochemical, TR-FRET, high-throughput. TR-FRET GST/Flag-core106 dimerization, 1536-well. inhibition, % at 5 µM. 300,000 compounds, 0.33% hits. AID 1899, 2009;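 active = inhibition above the mean of all tested compounds plus 3 SD, set per screening campaign, cut at about 45% in these data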
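Assay system – GST-tagged and Flag-tagged HCV core protein residues 1-106 · Quantity – core106 proteins, GST 13.5 nM and Flag 17 nM · Benchmarks – unlabelled core106 and no-GST-core106 wells · Read-out basis – percent inhibition of core106 dimerization signal · Detection – time-resolved FRET, ex 340 nm, em 617 and 671 nm · Schedule – 4 h at 22.5 °C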
EBNA-1 inh: EBNA-1 DNA-binding inhibitors, primary screen, biochemical, fluorescence polarization; inhibition, % at 14.8 µM; 300,000 compounds, 0.34% hits; in the data active = inhibition above about 28%
PP1 counter: PP1-alpha phosphatase inhibitors, primary screen, counter-screen for PP5 inhibitor project, biochemical, fluorescence, OMFP substrate, single point. Serine/threonine-protein phosphatase PP1-alpha catalytic subunit (Homo sapiens), P62136. purified PP1alpha. inhibition, % at 6.7 µM. 320,000 compounds, 0.9% hits. AID 2235, 2010;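 active = inhibition above the mean inhibition of all tested compounds plus 3 SD, computed separately for each screening campaign, cut at about 15% in these data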
Target sequence (P62136 whole entry, looked up): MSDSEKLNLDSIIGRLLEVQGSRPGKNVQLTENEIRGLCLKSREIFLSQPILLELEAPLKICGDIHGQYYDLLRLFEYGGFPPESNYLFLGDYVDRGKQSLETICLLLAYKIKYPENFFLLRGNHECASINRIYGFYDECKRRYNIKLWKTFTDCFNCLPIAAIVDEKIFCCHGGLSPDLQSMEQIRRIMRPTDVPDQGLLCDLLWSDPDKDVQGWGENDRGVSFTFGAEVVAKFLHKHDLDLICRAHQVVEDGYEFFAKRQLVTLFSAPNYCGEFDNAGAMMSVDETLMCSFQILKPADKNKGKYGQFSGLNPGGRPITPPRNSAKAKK
Efflux pump mplx: inhibitors of Candida efflux pumps in yeast, primary screen, S. cerevisiae, Nile Red, multiplex; S. cerevisiae Candida pump triplex; inhibition, % at 10 µM; 330,000 compounds, 0.44% hits; AID 485275, 2010;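 active = plate passing quality check with inhibition over a set limit, or well fluorescence over plate mean plus 4 SD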;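 note: Nile Red retained in pooled yeast measured as flow cytometry median fluorescence; 0% = buffer negative control and 100% = Enniatin B positive control; higher means more Nile Red kept so more efflux inhibition; some compounds called inactive have numbers as strong as hits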
CTSL1 counter: Fasciola hepatica cathepsin L1 inhibitors, primary screen, counter-screen for PFM18AAP inhibitor project, biochemical, QFRET, fluorogenic peptide substrate. recombinant F. hepatica cathepsin L1, Z-Leu-Arg-MCA fluorescence. inhibition, % at 5.96 µM. 300,000 compounds, 0.49% hits;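 active = inhibition above the mean of all tested compounds plus 3 SD, set per screening campaign, cut at about 17% in these data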;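 note: 0% = plate median of test compound wells and 100% = 1 µM Z-Phe-Ala-diazomethylketone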
TPT1 inhibitor: Candida albicans TPT1 enzyme inhibitors, primary screen, biochemical, fluorescence polarization; recombinant caTPT1, FP RNA substrate dephosphorylation; inhibition, % at 5 µM; tRNA 2'-phosphotransferase TPT1 (Candida albicans SC5314); 300,000 compounds, 0.81% hits;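 active = inhibition above the mean of all tested compounds plus 3 SD, set per screening campaign, cut at about 24% in these data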;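 note: plate controls were DMSO alone for no effect and ferristatin control at 100 nM for full effect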
ZTA DNA inh: blocks Epstein-Barr virus ZTA, an EBNA-1 counter-screen; P03206; ZTA-DNA binding, fluorescence polarization; inhibition, % at 11 µM; 320,000 compounds, 0.15% hits; AID 2234; in the data active = inhibition above about 33%
Target sequence (P03206 whole entry, looked up): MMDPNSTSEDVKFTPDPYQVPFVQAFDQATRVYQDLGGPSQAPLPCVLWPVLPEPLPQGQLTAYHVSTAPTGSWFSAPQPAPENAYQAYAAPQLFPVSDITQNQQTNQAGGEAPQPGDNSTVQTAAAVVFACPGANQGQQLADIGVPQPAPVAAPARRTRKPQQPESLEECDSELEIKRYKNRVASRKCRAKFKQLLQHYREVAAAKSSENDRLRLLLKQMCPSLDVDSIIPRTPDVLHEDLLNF
Starred values were filed as active, the others as inactive; nt = no result given.

Every second line gives: PP5 inh, PREPL inh, HCV core dimer, EBNA-1 inh, PP1 counter, Efflux pump mplx, CTSL1 counter, TPT1 inhibitor, ZTA DNA inh
> CCN(CC)C(=O)C(=O)c1cn(CC(=O)NCC2CCCO2)c2ccccc12 (stereo not given)
    1.0, 16, -1, 9, -5, 0.0, 5, 3, 14
> COc1ccc(Br)cc1C(=O)Nc1ccc(C(=O)NCC(C)C)cc1
    4.8, -7, 6, 13, -4, -0.1, 5, -5, 0
> CCC(=O)c1ccc(OC(=O)Cc2ccc(OC)cc2)cc1
    -1.6, 7, -11, 3, -16, 0.0, -1, 0, 16
> CCc1ncc(CN2CCCC(C(=O)Nc3cccc(-c4cccc(C)c4)c3)C2)cn1 (stereo not given)
    2.1, -26, 6, -3, -4, -0.1, -2, 0, 8
> COc1ccc(CNC(=O)[C@H](C)[C@@H]2C[C@@]2(C)[C@@H](NC(=O)OCc2ccccc2)c2ccccc2)cc1OC
    4.0, -6, 0, 11, -2, 0.1, 0, 0, -12
> CCC(C)c1ccc(NC(=O)N2CCOCC2)cc1 (stereo not given)
    -0.9, 15, 1, -5, 1, 0.1, 1, 1, 3
> C/C(=N\NS(=O)(=O)c1ccc(C)cc1)c1cc2ccccc2oc1=O
    -1.5, -18, 4, -12, 8, 0.0, 1, -6, -10
> CCOc1ccc(N2CC(C(=O)Nc3nnc(SCCOC)s3)CC2=O)cc1 (stereo not given)
    1.4, -1, 14, -1, 2, 0.1, 3, -4, -3
> CC(=O)Nc1ccc(C(=O)CS(=O)(=O)c2ccc(C)cc2)cc1
    -0.5, -12, 0, 7, 0, 0.4, 1, -1, -9
> CC1CN(S(=O)(=O)c2cc(C(=O)NCc3ccncc3)ccc2Cl)CC(C)O1 (stereo not given)
    -1.9, -4, nt, nt, 0, 0.0, nt, nt, -23
> Nc1nc(SCc2ccc(Br)cc2)n[nH]1
    -0.6, 3, -7, -13, 0, 0.2, 1, 1, -5
> OCCC1CN(Cc2cccc3nonc23)CCN1Cc1ccsc1 (stereo not given)
    -2.4, 12, 0, -8, -8, 0.0, -2, 6, 9
> Cc1nc(NC(=O)c2ccc(Cl)cc2)nc2cc3c(cc12)OCO3
    -0.2, 10, 1, -1, 0, 0.5, 3, 1, -4
> CC1(C)CC(NC(=O)c2coc(=O)c(Br)c2)CC(C)(C)N1
    2.1, -4, 1, 2, -4, 0.1, 1, -3, 5
> c1cc(-c2noc(CCC3CCCC3)n2)ccn1
    0.8, 6, 1, -2, 1, 0.0, 4, -1, 6
> COC(=O)c1cc(C(=O)NC(C)C2CC3CCC2C3)cc([N+](=O)[O-])c1 (stereo not given)
    -0.5, 0, 9, 3, 5, -0.1, 0, 2, 9
> CCc1cc(C(=O)N2CCCC(C(=O)c3ccc(Cl)cc3)C2)no1 (stereo not given)
    1.0, 22, -4, -2, -1, 0.3, -4, -4, 5
> O=C(CO/N=C1\CCCc2nonc21)Nc1ccccc1Cl
    -1.9, -3, 3, -2, 0, 0.2, -2, 5, 2
> CCc1ccc(N2CC(C(=O)NC3=NCCS3)CC2=O)cc1 (stereo not given)
    -0.8, 9, 1, 9, 1, -0.1, -11, -5, -6
> CCn1c(-c2csc3ccccc23)n[nH]c1=S
    5.8, -4, -10, 4, 6, 0.2, -1, 1, 7
> CCOc1ccc(S(=O)(=O)Nc2cccc(C(=O)NCC(c3ccco3)N(C)C)c2)cc1 (stereo not given)
    -1.5, 8, 2, -10, -6, 0.2, 0, 6, 0
> COc1ccc(C(C(=O)NC(C)(C)C)N(C(=O)CCC(=O)Nc2cc(C)on2)c2cccc(F)c2)cc1 (stereo not given)
    2.0, 4, 1, -6, 2, 0.4, 0, -8, -18
> Cc1cc(Sc2nnc(/N=C/N(C)C)s2)c2ccccc2n1
    1.0, 12, -1, -4, -1, -0.2, 2, 1, 0
> Fc1ccc(-c2nnc(-c3ccc(Cl)cc3)o2)cc1
    -0.7, 4, 2, 0, 4, 0.2, -4, 3, -14
> CN(CC(=O)NCc1cccs1)S(=O)(=O)c1cccc2nsnc12
    1.4, -2, -2, 8, -3, -0.1, -2, -5, 9
> O=P(O)(CCc1ccccc1)CN1CCCCC1
    -1.9, -3, -1, 0, -1, 0.0, 3, -4, 5
> CC(C)(C)OC(=O)NCCCCCc1cn([C@@H](CO)C(=O)NCCCCCCCCCCC(=O)N2CCN(C(=O)OC(C)(C)C)CC2)nn1
    5.2, 7, 4, 16, 3, 0.1, 7, -4, 2
> Cc1c(-c2ccc(Cl)cc2)[n+](=O)c(-c2ccccc2)cn1[O-]
    2.1, 12, -3, -6, -2, 0.0, 6, -2, -26
> Cc1ccc([N+](=O)[O-])cc1NC(=O)Nc1onc(C)c1C
    -0.2, 5, 1, 6, 1, -0.1, 9, 3, 14
> COc1ccc(CCNc2ccc(C(CC(N)=O)NC(=O)c3cc(OC)ccc3OC)cc2[N+](=O)[O-])cc1 (stereo not given)
    1.8, 4, 8, 3, 1, 0.1, 2, 2, -1

Sorted by the number under PP5 inh (largest number first): some entries from above
| SMILES | PP5 inh |
| --- | --- |
| COc1ccc(CCNc2ccc(C(CC(N)=O)NC(=O)c3cc(OC)ccc3OC)cc2[N+](=O)[O-])cc1 (stereo not given) | 1.8 |
| Fc1ccc(-c2nnc(-c3ccc(Cl)cc3)o2)cc1 | -0.7 |
| CCc1ccc(N2CC(C(=O)NC3=NCCS3)CC2=O)cc1 (stereo not given) | -0.8 |

Already shown: an excerpt of the list.
Every second line gives: PP5 inh, PREPL inh, HCV core dimer, EBNA-1 inh, PP1 counter, Efflux pump mplx, CTSL1 counter, TPT1 inhibitor, ZTA DNA inh
> CCN(CC)C(=O)C(=O)c1cn(CC(=O)NCC2CCCO2)c2ccccc12 (stereo not given)
    1.0, 16, -1, 9, -5, 0.0, 5, 3, 14
> COc1ccc(Br)cc1C(=O)Nc1ccc(C(=O)NCC(C)C)cc1
    4.8, -7, 6, 13, -4, -0.1, 5, -5, 0
> CCC(=O)c1ccc(OC(=O)Cc2ccc(OC)cc2)cc1
    -1.6, 7, -11, 3, -16, 0.0, -1, 0, 16
> CCc1ncc(CN2CCCC(C(=O)Nc3cccc(-c4cccc(C)c4)c3)C2)cn1 (stereo not given)
    2.1, -26, 6, -3, -4, -0.1, -2, 0, 8
> COc1ccc(CNC(=O)[C@H](C)[C@@H]2C[C@@]2(C)[C@@H](NC(=O)OCc2ccccc2)c2ccccc2)cc1OC
    4.0, -6, 0, 11, -2, 0.1, 0, 0, -12
> CCC(C)c1ccc(NC(=O)N2CCOCC2)cc1 (stereo not given)
    -0.9, 15, 1, -5, 1, 0.1, 1, 1, 3
> C/C(=N\NS(=O)(=O)c1ccc(C)cc1)c1cc2ccccc2oc1=O
    -1.5, -18, 4, -12, 8, 0.0, 1, -6, -10

Continued:
Every second line gives: PP5 inh, PREPL inh, HCV core dimer, EBNA-1 inh, PP1 counter, Efflux pump mplx, CTSL1 counter, TPT1 inhibitor, ZTA DNA inh
> O=c1ccc(C(F)(F)F)cn1Cc1cc(=O)n2ccsc2n1
    -1.1, 5, 1, 1, -3, -0.1, 0, -1, -2
> Cc1nc(SC2CC(=O)N(c3cc(Cl)cc(Cl)c3)C2=O)nc2c1CCCC2 (stereo not given)
    1.4, 1, 22, -5, 6, 0.1, 0, -1, 9
> Cn1c(=O)c2c(ncn2CC(=O)N2CCN(c3ccc([N+](=O)[O-])cc3)CC2)n(C)c1=O
    -0.6, 29, 4, -3, -3, 0.1, 0, -10, 14
> COc1ccc(C2SCC(=O)N2CCc2ccc(OC)c(OC)c2)cc1 (stereo not given)
    2.3, 2, -5, 1, 1, 0.1, -1, 0, 7
> O=C(Nc1ccc(S(=O)(=O)Nc2ncccn2)cc1)c1cc([N+](=O)[O-])ccc1Cl
    2.8, -8, 1, -7, 4, 0.3, -4, 2, -15
> CSc1cnn(Cc2ccccc2)c(=O)c1SCc1ccccc1
    0.4, 1, -11, -13, 1, 0.3, -1, 0, -2
> O=C(CN1CCCCCC1)Nc1cc([N+](=O)[O-])ccc1Cl
    2.1, 16, -35, -4, 1, 0.2, 1, -1, -13
> COc1cccc(C(=O)NC(=S)Nc2ccc3[nH]c(=O)[nH]c3c2)c1
    1.3, -5, 6, 13, -1, -0.1, 0, -1, 12
> CCn1c(C)nc2cc(C(=O)N=Nc3c(O)[nH]c4c(C)cc(C)cc34)ccc21
    -2.3, 29, -3, 6, -2, -0.2, 3, 1, -10
> NC(=O)C1(NC(=O)[C@@H]2CC3(CC(c4cccc(NC(=O)[C@@H]5CCC(=O)N5)c4)=NO3)CN2C(=O)c2ccccc2)CC1 (stereo not given in full)
    -0.9, 10, -26, -4, 0, 0.2, -4, -4, -16
> Cc1cc(N/C(=N/S(=O)(=O)c2cc(F)ccc2F)c2ccccc2)n(-c2ccccc2)n1
    3.7, -2, 11, 6, 3, -0.1, 0, 0, -8
> COc1ccccc1NS(=O)(=O)c1cc(NC(=O)CCC(=O)c2cccs2)ccc1Cl
    2.0, -3, 21, -3, 4, -0.1, 0, 1, 10
> COc1ccc(NC(=O)CCC(=O)Nc2cc(OC)c(NC(=O)c3ccco3)cc2OC)c(OC)c1
    2.3, 5, 10, 6, -3, 0.1, 1, 1, -1
> COc1cc(NC(=O)Cn2nnc(-c3ccccc3N)n2)cc(OC)c1
    1.5, 12, 5, 3, -1, 0.0, 3, 3, 13
> C/C(NCCCn1ccnc1)=C(\C#N)C(N)=O
    0.1, 1, 3, 5, 1, -0.1, 0, -3, 11
> COc1ccc(CCNC(=O)CN2C(=O)c3ccccc3C2=O)cc1
    2.2, -2, 6, -9, 2, 0.1, 0, 3, 2
> Cc1nc2ccc(C(=O)Nc3cccc([N+](=O)[O-])c3)cc2s1
    1.4, 9, -2, -5, -3, 0.0, 0, 0, -1
> CCCn1nnnc1NCc1ccccc1C
    0.5, -10, 1, 6, 8, -0.1, -3, 1, 4
> COc1ccc(C2=Nn3c(nnc3-c3ccc(OC)cc3)SC2)cc1
    2.4, -14, 11, 3, 4, -0.1, 2, -1, -3
> COc1cccc(OC)c1C(=O)Nc1ccccc1N1CCCCC1
    4.1, -8, -2, -7, 4, -0.1, -1, -1, -20
> O=C(COc1ccc(Cl)cc1)NNC(=S)NCc1ccccc1
    4.7, -37, -19, -6, 9, -0.1, 8, -1, -8
> CCOC(=O)N1CCC(N2C(=O)c3ccc(C(=O)Nc4ccc(OC)cc4)cc3C2=O)CC1
    1.8, -4, 0, 2, 3, -0.6, -1, -3, 8
> Cc1ccc(C(=O)n2nc(-c3ccccc3)nc2NCc2ccco2)cc1
    0.6, 6, 3, -8, 2, 0.1, 2, 0, 8

Full records from above. Order of screens: PP5 inh	PREPL inh	HCV core dimer	EBNA-1 inh	PP1 counter	Efflux pump mplx	CTSL1 counter	TPT1 inhibitor	ZTA DNA inh
CCn1c(C)nc2cc(C(=O)N=Nc3c(O)[nH]c4c(C)cc(C)cc34)ccc21 reads -2.3	29	-3	6	-2	-0.2	3	1	-10
COc1cccc(C(=O)NC(=S)Nc2ccc3[nH]c(=O)[nH]c3c2)c1 reads 1.3	-5	6	13	-1	-0.1	0	-1	12

These rows are one share of the data; the hit share may differ from the screen's.
